Source: PubChem (several laboratories)
EBNA-1 inh = blocks EBNA-1 binding to DNA. EBNA-1 DNA binding, fluorescence polarization. inhibition, % at 14.8 µM. actives 0.34% (n = 300,000); in the data active = inhibition above about 28%
GLD-1 RNA inh = GLD-1-TGE RNA interaction inhibition (C. elegans) | Q17339 | purified GLD-1 + fluorescein TGE RNA, fluorescence polarization | inhibition, % at 5.96 µM | actives 0.44% (n = 320,000) | AID 2280;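 active = percent inhibition above a per-plate cutoff, the plate mean of test compounds plus 3 SD, cut at about 30% in these data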;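 also: 0% = DMSO wells with GLD-1 and probe and 100% = wells lacking GLD-1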
Fam108B inh = Fam108B inhibition, counter-screen for RBBP9 inhibitors | recombinant Fam108B, FP-Rh probe fluorescence polarization | actives 0.33% (n = 300,000) | inhibition, % at 9.51 µM | AID 1947;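 active = inhibition above the screen mean inhibition plus 3 SD, computed separately per campaign, cut at about 18% in these data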;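 also: inhibitors lower polarization as less probe binds the enzyme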
ZTA DNA inh = blocks Epstein-Barr virus ZTA, an EBNA-1 counter-screen; inhibition, % at 11 µM; ZTA-DNA binding, fluorescence polarization; P03206; actives 0.15% (n = 320,000); in the data active = inhibition above about 33%
Target sequence (P03206 whole entry, looked up): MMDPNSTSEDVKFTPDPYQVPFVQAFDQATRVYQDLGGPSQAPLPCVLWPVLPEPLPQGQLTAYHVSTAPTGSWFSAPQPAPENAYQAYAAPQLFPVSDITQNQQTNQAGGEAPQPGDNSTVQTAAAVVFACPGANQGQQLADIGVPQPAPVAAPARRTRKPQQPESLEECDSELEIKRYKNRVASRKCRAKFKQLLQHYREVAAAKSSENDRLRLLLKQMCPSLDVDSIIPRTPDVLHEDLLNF
MCL1 BIM primary = inhibitors of human MCL1 binding to BIM-BH3 peptide. Q07820. GST-MCL1 / FITC-Bim-BH3 fluorescence polarization. inhibition, % at 10.9 µM. actives 0.68% (n = 320,000). AID 2057;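 active = inhibition above the mean inhibition of all tested compounds plus 3 SD, set per campaign, cut at about 40% in these data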;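 also: 0% = DMSO wells and 100% = unlabeled Bim-BH3 peptide control; higher means more loss of mP so more displacement of Bim peptide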
Target sequence (Q07820 whole entry, looked up): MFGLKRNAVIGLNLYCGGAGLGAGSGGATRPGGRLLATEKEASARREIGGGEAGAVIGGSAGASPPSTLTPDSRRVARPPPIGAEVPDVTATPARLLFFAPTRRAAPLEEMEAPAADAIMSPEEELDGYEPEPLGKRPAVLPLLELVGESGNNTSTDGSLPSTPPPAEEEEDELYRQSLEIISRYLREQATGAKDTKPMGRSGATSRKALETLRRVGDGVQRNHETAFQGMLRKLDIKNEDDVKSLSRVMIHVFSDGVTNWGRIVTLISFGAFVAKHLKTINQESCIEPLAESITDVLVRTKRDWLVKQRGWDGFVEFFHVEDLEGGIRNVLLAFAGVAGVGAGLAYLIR
Efflux pump mplx = inhibitors of Candida antifungal efflux pumps expressed in yeast | S. cerevisiae Candida pump triplex, Nile Red efflux | inhibition, % at 10 µM | actives 0.44% (n = 330,000);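 active = plate passing quality check with inhibition over a set limit, or well fluorescence over plate mean plus 4 SD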;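 also: Nile Red retained in pooled yeast measured as flow cytometry median fluorescence; 0% = buffer negative control and 100% = Enniatin B positive control; higher means more Nile Red kept so more efflux inhibition; some compounds called inactive have numbers as strong as hits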
MEX-5 binding = C. elegans MEX-5 TCR-2 RNA binding activity | Q9XUB2 | MEX-5/FITC-TCR2 RNA binding, fluorescence polarization; hits give low values | activity score (negative = inhibition of binding), % at 10 µM | actives 0.38% (n = 300,000);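 active = inhibition past about -25% in most replicates, and total fluorescence under double the plate's negative control median, limit read from the data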;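 also: 0% = DMSO and -100% = 5 µM competing unlabeled TCR2 RNA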
Target sequence (Q9XUB2 whole entry, looked up): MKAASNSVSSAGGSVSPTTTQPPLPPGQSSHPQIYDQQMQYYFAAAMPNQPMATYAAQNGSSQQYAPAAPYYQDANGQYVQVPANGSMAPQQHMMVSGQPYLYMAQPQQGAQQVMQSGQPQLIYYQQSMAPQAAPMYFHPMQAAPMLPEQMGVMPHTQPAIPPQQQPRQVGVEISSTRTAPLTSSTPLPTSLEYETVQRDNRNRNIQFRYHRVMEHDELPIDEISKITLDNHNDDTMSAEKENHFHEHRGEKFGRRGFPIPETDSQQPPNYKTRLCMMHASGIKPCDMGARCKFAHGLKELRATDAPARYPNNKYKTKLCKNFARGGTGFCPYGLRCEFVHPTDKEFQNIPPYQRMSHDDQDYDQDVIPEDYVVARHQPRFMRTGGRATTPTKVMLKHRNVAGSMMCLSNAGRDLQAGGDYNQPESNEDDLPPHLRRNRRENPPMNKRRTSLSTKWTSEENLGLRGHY
CR mimetic SO = lowers age-related superoxide in aged yeast cells | S. cerevisiae aged cells, superoxide DHE fluorescence; hits give low values | superoxide response (% of plate mean), % at 10 µM | actives 0.18% (n = 330,000) | AID 2690;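 active = superoxide response under a set limit, about three screen SD below normal, cut at about 65% in these data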;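 also: yeast aged for seven days with compound at 30 °C before DHE staining; 100% = average MFI of all compound-treated wells on the plate with controls excluded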
Bcl-xL primary = inhibitors of human Bcl-xL. GST-Bcl-xL / FITC-Bim BH3 peptide fluorescence polarization. inhibition, % at 10.9 µM. actives 0.7% (n = 320,000);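 active = inhibition above the mean of all tested compounds plus 3 SD, cutoff set per campaign, cut at about 30% in these data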;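 also: 0% = DMSO wells and 100% = unlabeled Bim-BH3 peptide competitor; inhibitors lower millipolarization by displacing the labeled peptide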
* marks the source's active call; other numbers are inactive results; . = no result given.

SMILES | EBNA-1 inh | GLD-1 RNA inh | Fam108B inh | ZTA DNA inh | MCL1 BIM primary | Efflux pump mplx | MEX-5 binding | CR mimetic SO | Bcl-xL primary
CC(=O)N1CCN(S(=O)(=O)c2cccc(C(=O)NC3CCCc4ccccc43)c2)CC1 (configuration not stated) | 2 | 2 | 3 | 11 | -15 | 0.0 | 0.9 | 95 | -10
COc1ccc(-c2csc(COC(=O)C(C)(C)C)n2)cc1 | 2 | 1 | -1 | -4 | 3 | 0.1 | -1.5 | 112 | 3
O=C(CC1COc2ccccc2O1)Nc1ccccn1 (configuration not stated) | 2 | 4 | -3 | -4 | 6 | -0.1 | -2.3 | 106 | 3
Nc1nc(NCCCN2CCOCC2)nc(Nc2cccc(F)c2)c1[N+](=O)[O-] | -1 | 2 | 1 | 0 | 9 | -0.1 | 1.8 | 95 | 0
CCCNC1CCS(=O)(=O)C1 (configuration not stated) | -3 | -5 | 4 | -4 | 4 | 0.1 | 1.6 | 112 | 0
O=c1c2cnn(-c3ccc(F)cc3)c2ncn1Cc1ccccc1 | 9 | 4 | 4 | -5 | 1 | 0.0 | -0.6 | 106 | 4
O=C(N/N=C/c1ccccc1)c1sccc1OCc1ccc(F)cc1 | 0 | 6 | 1 | 0 | 14 | -0.2 | -0.5 | 94 | -1
NC(=O)c1ccccc1OCC(=O)Nc1ccc(Cl)c(Cl)c1 | -1 | 12 | -7 | -5 | -2 | 0.0 | 2.0 | 102 | 1
C=CCNC(=O)C(=O)N/N=C/c1cccc(Br)c1 | 8 | -2 | 0 | 8 | -2 | -0.1 | -0.4 | 90 | 4
Cc1ccccc1CNC(=O)c1ccccc1 | -6 | 9 | 1 | -9 | 3 | 0.0 | -0.6 | 104 | 1
Cc1nnc(NC(=O)Cc2ccc(OCc3c(C)noc3C)cc2)s1 | 9 | 9 | -1 | 4 | 3 | 0.0 | -0.6 | 102 | 10
CCOC(=O)C1=C(O)C(=O)N(Cc2ccccc2)C1 | -9 | 0 | 9 | -11 | 4 | 0.7 | 0.5 | 86 | 5
CCCOc1ccc(N)cc1N | -3 | -5 | 17 | -7 | 124* | 0.0 | -8.2 | 98 | 117*
COc1ccc(CNC(=O)CN(C)Cc2ccc(SC)cc2)cc1 | -13 | 14 | 0 | -16 | -17 | 0.0 | 0.9 | 101 | -2
Cc1ccc(N/N=C2\COC(C)(C)CC2=O)cc1 | 11 | 2 | -1 | 12 | 6 | 0.0 | -2.2 | 98 | 2

The final 3 entries of the section before lead into the next:
SMILES | EBNA-1 inh | GLD-1 RNA inh | Fam108B inh | ZTA DNA inh | MCL1 BIM primary | Efflux pump mplx | MEX-5 binding | CR mimetic SO | Bcl-xL primary
CCCOc1ccc(N)cc1N | -3 | -5 | 17 | -7 | 124* | 0.0 | -8.2 | 98 | 117*
COc1ccc(CNC(=O)CN(C)Cc2ccc(SC)cc2)cc1 | -13 | 14 | 0 | -16 | -17 | 0.0 | 0.9 | 101 | -2
Cc1ccc(N/N=C2\COC(C)(C)CC2=O)cc1 | 11 | 2 | -1 | 12 | 6 | 0.0 | -2.2 | 98 | 2
CCOC(=O)CNC(=O)CSc1nc(NCc2ccccc2)nc(N(C)C)n1 | 0 | 3 | 6 | -26 | -5 | -0.1 | 2.2 | 104 | 3
O=C(N/N=C/c1oc(O)c2ccccc12)c1ccccc1O | -5 | 5 | 2 | -7 | 27 | 0.0 | -34* | 89 | 9
CC(/C=N/NC(=O)c1cc(-c2cccs2)[nH]n1)=C\c1ccccc1 | -3 | 7 | -19 | -2 | 6 | 0.1 | -1.0 | 117 | 4
CC(C)(C)C(=O)Cn1ncc(N2CCCC2)c(Br)c1=O | 0 | 5 | -2 | -22 | -2 | -0.1 | 0.0 | 108 | 3
Cc1cc(OC(=O)c2cccc(C(F)(F)F)c2)c([N+](=O)[O-])c(=O)[nH]1 | 1 | -2 | -4 | 3 | 0 | 0.2 | -2.2 | 83 | 2
COc1cccc(C2=CC(=O)C[C@H](c3ccc4c(c3)OCO4)C2)c1OC | . | -1 | . | 12 | 0 | 0.0 | . | 122 | 0
O=C(C1CCCCC1)N1CCN(C(=O)C2CCCCC2)CC1 | -2 | 4 | 0 | -16 | 2 | -0.1 | 1.6 | 97 | -1
CCn1c(SCc2c(Cl)cccc2Cl)nnc1-c1nn(-c2ccccc2)ccc1=O | -8 | 11 | -5 | -2 | -4 | 0.1 | . | 106 | -2
Cc1nnc2n1N=C(c1ccccc1)CS2 | -2 | 5 | 2 | -3 | 7 | -0.1 | -2.7 | 85 | 6
Cc1c(NC(=O)CSc2ccccc2F)c(=O)n(-c2ccccc2)n1C | -9 | -7 | -2 | 0 | 3 | 0.3 | 1.2 | 90 | 1
O=C(c1ccc(S(=O)(=O)Nc2cccc(C(F)(F)F)c2)cc1)N1CCOCC1 | -3 | 4 | 1 | 0 | 8 | 0.2 | 3.0 | 100 | 4
O=C(NCc1cn2ccccc2n1)c1ccccc1 | -4 | 1 | 2 | 5 | -2 | -0.1 | 1.0 | 110 | 1
CCOc1cc(NC(=O)c2ccccc2C(=O)O)c(OCC)cc1NC(=O)c1ccccc1F | -13 | 3 | 2 | -2 | 1 | -0.1 | -1.0 | 120 | 9
Cc1cc(C)cc(NC(=O)C(OC(=O)c2ccc(NC(=O)CC#N)cc2)c2ccccc2)c1 (configuration not stated) | -6 | -14 | -38 | -2 | -16 | 0.1 | 4.2 | 94 | -21
CC(=O)Nc1ccc(-c2nn[nH]n2)cc1 | 9 | 2 | 0 | 8 | 3 | 0.4 | 0.3 | 89 | 4
Cc1ccn2c(=O)nc(SCC(=O)N3CCCCCC3)nc2c1 | 1 | 4 | -2 | 9 | 7 | 0.0 | -1.9 | 108 | 8
O=[N+]([O-])c1cc(C(F)(F)F)c(Cl)cc1N1CCN(CCO)CC1 | -9 | -2 | 0 | -18 | -6 | -0.1 | 0.0 | 118 | 3
CC1Cn2c(COc3ccccc3)nnc2S1 (configuration not stated) | -3 | 5 | 2 | 1 | -5 | -0.1 | -1.0 | 114 | 0
COCCn1c(=NC(=O)CSCC(=O)N2CCOCC2)sc2ccccc21 | 6 | 5 | -1 | 12 | 3 | 0.1 | -1.4 | 88 | 5
CN1/C(=C\C(=O)Nc2ccc(Cl)cc2)C(C)(C)c2ccccc21 | -2 | 2 | 9 | 2 | 2 | 0.0 | -0.4 | 96 | 1
CC(C)NC(=S)Nc1cccc2cnccc12 | 5 | 2 | 4 | -7 | 17 | -0.1 | 0.9 | 96 | 9
O=C(NC1=NCCS1)c1cccc2ccccc12 | -2 | 3 | 0 | -4 | 5 | 0.0 | -2.9 | 84 | 8
O=C(CCN1CCOCC1)NNC(=O)Nc1cccc([N+](=O)[O-])c1 | -9 | 1 | -1 | 5 | 0 | 0.7 | -0.3 | 124 | -2
Cc1ccccc1NC(=O)CN1C(=O)CSc2ccc(S(=O)(=O)N3CCCCC3)cc21 | -5 | 1 | -5 | 9 | 2 | 0.0 | 2.6 | 90 | 6
COc1cccc(CNC(=O)[C@H](CC(C)C)NC(=O)N2CCn3c2nc2ccccc23)c1 | 2 | 2 | 1 | 6 | -2 | -0.1 | 0.9 | 91 | 5
CCc1ccc(C(=O)OCC(=O)N2CCCCCC2)cc1 | . | 5 | . | -18 | -3 | -0.1 | . | 94 | -2
Cc1cc(C)n(-c2ccc(C(=O)Nc3ccc(S(=O)(=O)NCc4ccco4)cc3)cc2)n1 | 4 | 3 | -2 | -7 | -1 | -0.1 | 1.3 | 93 | 4
COC(=O)CC1COc2ccccc2N1C(=O)c1ccc(Br)cc1 (configuration not stated) | -4 | -1 | -3 | -7 | 10 | 0.4 | -0.7 | 106 | 3
COc1ccc(C(CNC(=O)C(C)Oc2ccc(Br)cc2)N2CCCCC2)cc1 (configuration not stated) | . | -2 | . | -9 | -5 | 0.1 | . | 84 | 1
CCC(=O)c1cn(CC(=O)OC)c2ccccc12 | 0 | -2 | 0 | 1 | 2 | -0.1 | 0.1 | 95 | -2
COc1ccccc1C(CNC(=O)CNC(=O)c1ccc(Cl)c(Cl)c1)N1CCCC1 (configuration not stated) | . | 0 | . | 2 | 1 | 0.1 | . | 90 | 3
CCc1nnc(NC(=O)c2nc3nc(C)cc(C)n3n2)s1 | 6 | 6 | -2 | 0 | 7 | 0.0 | -0.9 | 95 | 4
Cc1cccc(CN2CCN(CC(=O)NCc3cccs3)C2=O)c1 | -3 | -1 | 5 | 0 | 2 | 0.0 | 1.1 | 104 | -1
CC(=O)NC(CCS(C)(=O)=O)C(=O)Nc1cccc(C(C)=O)c1 (configuration not stated) | 2 | 1 | 4 | -12 | -8 | 0.1 | 5.1 | 95 | -6
COC(=O)c1[nH]c2ccccc2c1NC(=O)CN1CC(C)OC(C)C1 (configuration not stated) | 0 | 5 | 2 | -6 | 3 | 0.1 | 0.5 | 91 | 0
O=C(/C=C/c1ccccc1Cl)Nc1cccc(S(=O)(=O)NC2=NCCCCC2)c1 | -10 | -2 | -9 | 10 | -1 | 0.2 | -0.5 | 111 | 7
Cc1nnc(SCC(=O)Nc2cc(S(C)(=O)=O)ccc2Cl)n1Cc1ccccc1 | -2 | 2 | 5 | -8 | 1 | -0.1 | 1.0 | 101 | 5
C/C(=N\NC(=S)Nc1ccc(C)cc1)c1cc2ccccc2o1 | -3 | 5 | 3 | 5 | 2 | 0.1 | -0.6 | 116 | 2
Cc1cccc(OCCCC(=O)Nc2ccc3c(c2)OCO3)c1 | 3 | 3 | 1 | 5 | 6 | -0.2 | 0.4 | 86 | 3
CCCCn1c(N)c(N(CC(C)C)C(=O)C2CCN(C(=O)c3ccc(Cl)cc3)CC2)c(=O)[nH]c1=O | 0 | 10 | 2 | -14 | -12 | -0.1 | 2.4 | 106 | -11
COc1ccc(-c2csc(NC(=O)Nc3ccccc3)n2)cc1 | 13 | -4 | 45* | 0 | 0 | -0.2 | 2.2 | 91 | -4
CC(C)Oc1ccccc1C1CC(=O)Nc2cc3c(cc21)OCCO3 (configuration not stated) | 9 | 5 | 2 | 12 | 1 | 0.1 | 3.0 | 101 | 2
O=C(NNc1cc(N2CCOCC2)nc(N2CCOCC2)n1)c1ccc(Cl)c(Cl)c1 | -10 | 2 | 7 | -10 | 3 | -0.1 | -4.9 | 105 | 1
COc1ccccc1/C=C1\SC(=S)N(NS(=O)(=O)c2ccc(C)cc2)C1=O | 31* | 5 | -5 | -2 | 15 | 0.0 | -3.9 | 98 | 6
COC(=O)C1=C(C)N(CCCC(=O)O)C(=O)NC1c1ccc([N+](=O)[O-])cc1 (configuration not stated) | 11 | 2 | 0 | 12 | -3 | -0.2 | 2.9 | 104 | -1
COc1ccc(CCNC(=O)CNC(=O)Cn2cnc3sc(C)c(C)c3c2=O)cc1OC | 2 | 5 | 1 | -2 | 11 | -0.1 | 1.0 | 81 | 10
COc1ccccc1C(=O)Nc1nc2cc3c(cc2s1)OCO3 | -25 | 0 | -5 | 4 | 5 | 0.0 | -2.6 | 97 | 3
Cc1onc(-c2ccccc2Cl)c1C(=O)NCC1CCCO1 (configuration not stated) | 3 | -1 | -1 | -3 | 1 | 0.1 | -0.8 | 99 | 3
CCN(CC)Cc1c(C(=O)N/N=C(\C)c2ccncc2)nnn1-c1nonc1N | 3 | -2 | 5 | -16 | 2 | -0.1 | 0.3 | 98 | 0
O=C(COC(=O)c1cnccn1)NC(=O)c1ccccc1 | 4 | 7 | 2 | 0 | 14 | -0.1 | 0.9 | 104 | 5
